DT40 TDP1 no CPT = qHTS for Inhibitors of human tyrosyl-DNA phosphodiesterase 1 (TDP1): qHTS in cells in absence of CPT; DT40 Tdp1-/- hTDP1 cells, no CPT, ATP luminescence, 48 h; Potency, µM (top dose mostly 46.2 µM), inactives show top-dose activity change, negative = growth inhibition, actives largely listed as inhibitors; 420,000 tested, 15% active; AID 686978, 2013; note: nearly all actives have a fitted effect of over 55% in size
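Growth kinetics read by CellTiter-Glo luminescence after ≥48 hr at 37 °C. Cells: DT40 Tdp1-/- stably carrying human TDP1, 400 per well, compound exposure in the absence of CPT (DMSO vehicle).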
TDP1 inh = TDP1 (human) enzyme inhibition; 350,000 tested, 0.28% active; recombinant TDP1, AlphaScreen DNA substrate cleavage; Potency, µM (titrated, usually from 130 µM), for inactives: top-dose activity change, negative = inhibition, hits mostly inhibitors; note: nearly all actives have a fitted effect of over 40% in size
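Compounds were preincubated with Tdp1 (1 nM final) for 15 min at room temperature before substrate (15 nM final) started a 5 min reaction; beads (10 ug/ml final) were then added for 10 min before AlphaScreen detection.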
GCN5L2 inh = blocks human GCN5L2 histone acetyltransferase. GCN5L2 HAT assay, ThioGlo1 CoA-SH fluorescence. Q92830. Potency, µM (top dose mostly 58.9 µM), without a hit: top-dose activity change, negative = inhibition, most hits filed as inhibitors. AID 504327. 390,000 tested, 0.21% active
Target sequence (Q92830 whole entry, looked up): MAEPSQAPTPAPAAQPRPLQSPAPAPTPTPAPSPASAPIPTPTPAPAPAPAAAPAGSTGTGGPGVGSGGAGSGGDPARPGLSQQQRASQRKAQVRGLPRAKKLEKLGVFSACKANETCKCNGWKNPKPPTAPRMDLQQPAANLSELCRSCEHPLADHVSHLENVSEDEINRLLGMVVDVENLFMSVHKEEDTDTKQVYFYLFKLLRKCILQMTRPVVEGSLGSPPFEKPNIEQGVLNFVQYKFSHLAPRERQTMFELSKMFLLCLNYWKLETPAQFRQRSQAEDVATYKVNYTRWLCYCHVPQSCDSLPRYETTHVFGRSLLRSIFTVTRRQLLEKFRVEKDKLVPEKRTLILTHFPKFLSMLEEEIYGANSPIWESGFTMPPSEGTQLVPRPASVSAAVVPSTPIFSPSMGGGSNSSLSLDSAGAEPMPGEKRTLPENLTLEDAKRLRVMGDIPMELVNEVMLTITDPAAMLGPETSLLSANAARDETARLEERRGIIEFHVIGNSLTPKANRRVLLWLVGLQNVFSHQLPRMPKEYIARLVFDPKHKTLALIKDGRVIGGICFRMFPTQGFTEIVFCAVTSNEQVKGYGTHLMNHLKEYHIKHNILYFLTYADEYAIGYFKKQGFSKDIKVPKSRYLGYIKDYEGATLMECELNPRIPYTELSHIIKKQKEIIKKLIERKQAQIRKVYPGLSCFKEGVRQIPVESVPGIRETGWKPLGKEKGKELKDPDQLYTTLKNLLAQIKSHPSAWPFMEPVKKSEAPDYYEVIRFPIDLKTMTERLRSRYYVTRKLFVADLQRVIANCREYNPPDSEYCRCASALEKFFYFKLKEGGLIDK
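ThioGlo1-coupled HAT assay: 20nM GCN5L2, 70uM acetyl-CoA, 75uM H3(1-25) peptide, pH 7.5. Fluorescence read at 340/540nm at start and after 20 min at room temperature.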
The depositor's hits bear a star; ? = inconclusive; . = not tested or not shown; [ ] = another dose, or the depositor's remark. Calls come from the whole dose curve; as a rule, active = well fitted curve in the direction sought with a large enough effect; inconclusive = small, poorly fitted or top-dose-only effect, or another doubt; inactive = no such curve, though single readings can be large; an effect the other way counts as inactive or inconclusive. % is set by controls: 0 for no effect and ±100 for the full control effect; potency is the fitted concentration of half-maximal effect.

1: COc1cc(OC)c(C2Nc3ccccc3-c3nnc(SCc4ccccc4)nc3O2)cc1OC (centres undefined)
2: CN(C(=O)CSc1nc2ccccc2c(=O)n1-c1ccccc1F)C1CCS(=O)(=O)C1 (centres undefined)
3: Cc1cc(C(=O)c2cnc(/N=C/N(C)C)s2)cc(C)c1O
4: COc1nc(SCC(=O)Nc2ccccc2Cl)nc(N(C)C)n1
5: COc1ccc(C(=O)NN/C(C)=C/C(=O)c2ccccc2)cc1
6: Cc1ccc(NC(=O)CN(C)C(=O)C2CC(=O)N(Cc3ccccc3)C2)cc1 (centres undefined)
7: COc1ccccc1N1CC(C(=O)OCC(=O)Nc2cc(C)on2)CC1=O (centres undefined)
8: Cc1cc2nn(-c3ccccc3)nc2cc1NC(=O)Cc1ccc(Cl)cc1
9: Cc1ccc(S(=O)(=O)NC2CC(=O)N(c3ccc4c(c3)OCCO4)C2)cc1 (centres undefined)
10: CC(C)c1nnc(NC(=O)CSc2nnc(NC(=O)c3c(F)cccc3F)s2)s1

Compound	1	2	3	4	5	6	7	8	9	10
DT40 TDP1 no CPT	?	-18%	-20%	-20%	?	9%	-16%	-6%	?	5%
TDP1 inh	.	1%	5%	2%	.	2%	0%	0%[12.3 µM]	3%	-3%
GCN5L2 inh	-6%	1%	-8%	-6%	-16%	-13%	-4%	-1%	2%	-9%

Complete entries, quoted from the list. Order of screens: DT40 TDP1 no CPT | TDP1 inh | GCN5L2 inh
Cc1cc2nn(-c3ccccc3)nc2cc1NC(=O)Cc1ccc(Cl)cc1 is listed with -6% | 0%[12.3 µM] | -1%
COc1ccc(C(=O)NN/C(C)=C/C(=O)c2ccccc2)cc1 is listed with ? | . | -16%

Continuation.
11: Cc1ccc(NC(=O)c2sc3nc(N)c(C#N)cc3c2N)cc1
12: CC(=O)Nc1ccc(NS(=O)(=O)c2ccc3[nH]c4c(c3c2)CCCCC4)cc1
13: COc1ccccc1N(CC(=O)NCCSc1ccccc1)S(=O)(=O)c1ccc(C)cc1
14: C[C@@H]1CN([C@@H](C)CO)C(=O)Cc2cc(NC(=O)Nc3ccc4c(c3)OCO4)ccc2O[C@@H]1CN(C)C(=O)NC1CCCCC1
15: Cc1cc(C)cc(NC(=S)NC(=O)CCN2C(=O)c3ccccc3C2=O)c1
16: Cc1nn(-c2ccccn2)c2c1C(=O)CC(C)(C)C2Br (centres undefined)
17: CCOC(=O)C1CCCN(c2cc(C)nc3cc(-c4ccc(Cl)cc4)nn23)C1 (centres undefined)
18: CCN(CC)c1ccc(S(=O)(=O)N2CCOCC2)cc1NC(=O)COC(=O)/C=C/c1ccc(C)o1
19: COc1ccc(C(=O)N/N=C(\Cc2ncc[nH]2)c2ccccc2)cc1
20: O=C1CCC(C(=O)N2CCCCCCC2)CN1Cc1cccc(C(F)(F)F)c1 (centres undefined)

Compound	11	12	13	14	15	16	17	18	19	20
DT40 TDP1 no CPT	?	.	16µM*	?	?	?	23µM*	10µM*	2.9µM*	?
TDP1 inh	0%	5%	.	4%	7%	5%	2%	9%	7%	0%
GCN5L2 inh	-2%	9%	3%	-2%	-18%	-1%	-8%	-12%	3%	-18%

21: O=C(O)CN(Cc1ccccc1)S(=O)(=O)c1ccc2c(c1)OCCO2
22: Cn1[nH]c(=O)c(Cl)c(Cl)c1=O
23: COc1cccc(NC(=O)CN(C)C(=O)CNC(=O)c2ccc3ccccc3c2)c1
24: COC(=O)c1ccccc1NC(=O)C1CC(c2ccc(F)cc2)=NO1 (centres undefined)
25: CON=C1CCN(c2ncc(C(F)(F)F)cc2Cl)CC1
26: CC1CCCCN1C(=O)COC(=O)c1cc(Cl)c2c(c1)OCO2 (centres undefined)
27: COc1ccc(Oc2nc(SC)nc3ccsc23)cc1
28: COCCNc1ncnc2c1c(-c1ccccc1)cn2-c1cccc(Cl)c1
29: OCCN1CCN(CCOc2cccc(Cl)c2)CC1
30: Cc1ccc(SCC(=O)NCc2ccccc2C)cc1

Compound	21	22	23	24	25	26	27	28	29	30
DT40 TDP1 no CPT	2%	0%	5%	-10%	-12%	-18%	?	?	?	-23%
TDP1 inh	1%	4%	.	1%	3%	-4%	-6%	7%	9%	.
GCN5L2 inh	0%	-8%	-6%	-10%	-3%	-8%	3%	-3%	3%	-6%

31: COc1ccc(NC(=O)CN(c2ccc(OC)cc2)S(=O)(=O)c2ccc(OC)c(OC)c2)cc1
32: O=C(COC(=O)C1CCC1)NCc1ccc(Cl)cc1Cl
33: COc1ccc(OC)c(NC(=O)CSc2ccnc(=O)[nH]2)c1
34: O=C1c2ccccc2-c2onc3ccc(Oc4ccccc4)c1c23
35: CC(=O)c1cc2c(cc1N(C(=O)Cn1nnc3ccccc31)C(C(=O)NCCC(C)C)c1cccnc1)OCO2 (centres undefined)
36: O=C(NCc1ccc(F)cc1)c1ccc(N2CCOCC2)c([N+](=O)[O-])c1
37: O=C(Cn1c(S(=O)(=O)Cc2ccccc2)nc2ccccc21)N1CCCCC1
38: COc1ccc(CC(=O)N[C@@H](CCSC)C(=O)N2CCC3(CC2)NCCc2[nH]cnc23)cc1
39: O=[N+]([O-])c1ccc2nc(CN3CCCCC3)[nH]c2c1
40: Cc1cccc(CC(=O)Nc2c(C(=O)Nc3cccc(F)c3)oc3ccccc23)c1

Compound	31	32	33	34	35	36	37	38	39	40
DT40 TDP1 no CPT	?	-8%	-6%	2.6µM*	-21%	-6%	-16%	31%[activator]	3%	?
TDP1 inh	.	.	-3%	8%	6%	.	0%	10%	1%	-4%
GCN5L2 inh	1%	4%	0%	-10%	4%	-12%	-14%	-6%	-3%	1%

41: CCOC(=O)C1CCN(S(=O)(=O)c2cccc(-c3cn4cccnc4n3)c2)CC1
42: COc1ccc(NS(=O)(=O)c2ccc(/C=C/C(=O)O)cc2)cc1S(=O)(=O)N1CCOCC1
43: Cc1ccc(C(=O)NC(Cc2c[nH]c3ccccc23)C(=O)O)cc1 (centres undefined)
44: O=[N+]([O-])c1cccc(-c2nnc(-c3ccccc3F)o2)c1
45: CC(=O)N1CCN(Cc2nc(-c3cccc(Cl)c3)no2)CC1
46: COc1ccc(NC(=O)N2CC[C@@]3(CCCN(C(=O)c4ccco4)C3)C2)cc1
47: S=c1[nH]nc(Cn2cnc3ccccc32)n1-c1ccccc1Cl
48: COc1ccc(NC(=O)CCN2CCN(S(=O)(=O)c3ccc(OC)cc3)CC2)cc1
49: Cc1ccccc1NC(=O)c1onc2c1CCCC2
50: COCCOc1ccc(C(F)(F)F)cc1N

Compound	41	42	43	44	45	46	47	48	49	50
DT40 TDP1 no CPT	?	9%	-3%	15%	?	2%	0%	-84%	-29%	-1%
TDP1 inh	2%	3%	2%	.	5%	.	1%	-2%	3%	2%
GCN5L2 inh	-14%	-11%	0%	-7%	2%	-18%	-15%	1%	-18%	-8%

51: Cc1cccc(C)c1NC(=O)CN1C(=O)COc2ccccc21
52: O=C(Nc1ncccn1)C1c2ccccc2Oc2ccccc21
53: CC(C)Sc1snnc1-c1ccccc1
54: Cc1noc(C)c1S(=O)(=O)N1CCC(C(=O)NCCN2CCC(C)CC2)CC1

Compound	51	52	53	54
DT40 TDP1 no CPT	-3%	-6%	-21%	6%
TDP1 inh	.	1%	1%	4%
GCN5L2 inh	-4%	2%	-10%	-8%

Filtered by structure: the entries above with a Cl atom
4: COc1nc(SCC(=O)Nc2ccccc2Cl)nc(N(C)C)n1
8: Cc1cc2nn(-c3ccccc3)nc2cc1NC(=O)Cc1ccc(Cl)cc1
17: CCOC(=O)C1CCCN(c2cc(C)nc3cc(-c4ccc(Cl)cc4)nn23)C1 (centres undefined)
22: Cn1[nH]c(=O)c(Cl)c(Cl)c1=O
25: CON=C1CCN(c2ncc(C(F)(F)F)cc2Cl)CC1
26: CC1CCCCN1C(=O)COC(=O)c1cc(Cl)c2c(c1)OCO2 (centres undefined)
28: COCCNc1ncnc2c1c(-c1ccccc1)cn2-c1cccc(Cl)c1
29: OCCN1CCN(CCOc2cccc(Cl)c2)CC1
32: O=C(COC(=O)C1CCC1)NCc1ccc(Cl)cc1Cl
45: CC(=O)N1CCN(Cc2nc(-c3cccc(Cl)c3)no2)CC1
47: S=c1[nH]nc(Cn2cnc3ccccc32)n1-c1ccccc1Cl

Compound	4	8	17	22	25	26	28	29	32	45	47
DT40 TDP1 no CPT	-20%	-6%	23µM*	0%	-12%	-18%	?	?	-8%	?	0%
TDP1 inh	2%	0%[12.3 µM]	2%	4%	3%	-4%	7%	9%	.	5%	1%
GCN5L2 inh	-6%	-1%	-8%	-8%	-3%	-8%	-3%	3%	4%	2%	-15%

Screens deposited in PubChem by National Center for Advancing Translational Sciences (NCATS).

Not all compounds are listed, so the mix of outcomes need not match the whole.
